# Bioassay records deposited in PubChem BioAssay by Broad Institute.
# E-selectin induc: induces E-selectin expression in human endothelial cells; activation, % at 7.58 µM; HUVEC E-selectin immunofluorescence imaging; normalized: neutral wells 0, TNF-alpha wells 100; actives 0.37% (n = 260,000); AID 686992; P16581;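 active means mean E-selectin-positive cell signal at least 10% of the positive control, reached in at least 60% of replicates, without over 20% cell loss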;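 further: in these data hits start at about 27%; measured in HUVEC primary endothelial cells; signal is the percent of cells scored E-selectin positive by PE staining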
# Target sequence (P16581 whole entry, looked up): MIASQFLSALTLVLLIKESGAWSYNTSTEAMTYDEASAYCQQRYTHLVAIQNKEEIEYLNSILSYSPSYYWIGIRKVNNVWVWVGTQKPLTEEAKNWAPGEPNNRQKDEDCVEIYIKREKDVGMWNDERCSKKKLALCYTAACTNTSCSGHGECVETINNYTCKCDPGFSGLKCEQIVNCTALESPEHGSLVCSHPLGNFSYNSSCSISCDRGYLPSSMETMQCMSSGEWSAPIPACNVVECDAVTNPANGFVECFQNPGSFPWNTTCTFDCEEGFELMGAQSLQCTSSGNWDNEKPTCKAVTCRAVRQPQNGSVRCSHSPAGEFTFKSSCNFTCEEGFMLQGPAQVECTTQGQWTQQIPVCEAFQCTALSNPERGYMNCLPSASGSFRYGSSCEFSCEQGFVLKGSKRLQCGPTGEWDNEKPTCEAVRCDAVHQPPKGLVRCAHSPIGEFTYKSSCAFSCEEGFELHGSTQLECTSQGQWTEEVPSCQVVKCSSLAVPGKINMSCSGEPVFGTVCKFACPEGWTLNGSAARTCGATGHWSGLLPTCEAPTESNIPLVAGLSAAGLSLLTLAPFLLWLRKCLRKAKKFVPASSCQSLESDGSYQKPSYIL
#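 material = human umbilical vein endothelial cells (HUVEC), E-selectin induction | quantity = 3,000 cells/well | medium = EGM-2 growth medium on 0.1% gelatin-coated wells | technique = immunofluorescence imaging | read-out basis = % PE-positive cells | control set = TNF-alpha positive control, DMSO neutral control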
# miR-122 sensor: inhibitors of miR-122 in Huh7 cells. Huh7 miR-122 Renilla luciferase sensor, 48 h; neutral wells = 0, positive control = 100. actives 0.3% (n = 340,000). AID 602342. activation (reporter increase), % at 12.5 µM;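 active means mean replicate activation score at least 90 and every replicate individually at or above 90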;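 further: higher luciferase means less miR-122 activity so hits act as miR-122 inhibitors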
# RAD54 branch: blocks human RAD54 Holliday junction branch migration; actives 0.14% (n = 360,000); FAM/BHQ fluorescence; inhibition, % at 10.4 µM; AID 602329; Q92698;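 active means mean normalized replicate activity at least 40 and at least half of replicates scoring 40 or more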;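 further: 0% = median of neutral control wells and 100% = median of positive control wells; inhibitors cause a drop in the FAM fluorescence signal; in these data hits start at about 50%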
# PglD inh: inhibitors of Campylobacter jejuni PglD acetyltransferase; purified PglD enzyme, DTNB colorimetric CoA detection; inhibition, % at 12.5 µM; actives 0.098% (n = 360,000); in the data active means inhibition above about 16%, passing the limit was not always enough; further: strong numbers were not always called active
# RAD52 inh: RAD52 (human) annealing inhibition; P43351; recombinant RAD52 DNA annealing, FRET fluorescence; inhibition, % at 18.7 µM; actives 0.46% (n = 360,000);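 active means every replicate showing at least 50% inhibition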
# Target sequence (P43351 whole entry, looked up): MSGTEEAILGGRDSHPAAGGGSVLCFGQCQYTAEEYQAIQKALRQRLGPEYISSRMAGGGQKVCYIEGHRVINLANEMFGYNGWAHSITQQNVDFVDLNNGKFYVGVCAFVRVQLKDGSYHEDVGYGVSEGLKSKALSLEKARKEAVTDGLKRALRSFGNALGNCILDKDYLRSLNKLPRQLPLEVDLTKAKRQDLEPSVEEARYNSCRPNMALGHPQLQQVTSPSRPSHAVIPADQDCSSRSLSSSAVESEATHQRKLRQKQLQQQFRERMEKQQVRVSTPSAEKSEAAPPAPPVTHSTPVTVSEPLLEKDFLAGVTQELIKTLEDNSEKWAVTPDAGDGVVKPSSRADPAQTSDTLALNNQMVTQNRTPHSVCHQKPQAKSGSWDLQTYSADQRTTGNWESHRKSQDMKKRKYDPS
# Cneo AK release: Cryptococcus neoformans lysis via adenylate kinase release; AID 651654; lysis activity, % at 15 µM; C. neoformans lysis, adenylate kinase release luminescence, 4 h; normalised: neutral wells 0, clomiphene wells 100; actives 0.2% (n = 360,000);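 active means mean lysis activity across replicates of at least 80%, whatever share of replicates individually reach that level; inactive means mean lysis activity below 80%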
#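 Material: C. neoformans cells; Schedule: 4 h static compound exposure, 37 °C, read 1 h post-reagent; Measured by: adenylate kinase release luminescence; Read-out: signal increase indicating cell lysis; Controls: Clomiphene as positive lysis control.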
# ERAP1 inh: blocks human ERAP1 aminopeptidase activity | recombinant ERAP1, Leu-AMC fluorescence, 60 min | actives 0.15% (n = 340,000) | Q9NZ08 | inhibition, % at 10.7 µM;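 active means mean replicate inhibition of at least 30%, or all replicates individually reaching that 30% level; inactive means mean below 30% and not every replicate reaching it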;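 further: 0% = neutral control wells and 100% = L-leucinethiol positive control wells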
# PGC1a acetyl inh: PGC1a acetylation modulation, inhibitor mode | U2OS PGC1a acetylation, AlphaScreen anti-acetyl-lysine; with virally co-expressed GCN5 acetyltransferase | inhibition, % at 15.6 µM | actives 0.17% (n = 350,000);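 active means every replicate shows inhibition of at least 40%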;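 further: 0% = neutral control wells and 100% = positive control wells; some results beyond the cut were filed as inactive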
# * hit, by the source's call; . = not tested or not shown; [ ] = remark or other dose.
Structure | E-selectin induc | miR-122 sensor | RAD54 branch | PglD inh | RAD52 inh | Cneo AK release | ERAP1 inh | PGC1a acetyl inh
COc1ccccc1NC(=S)NC(=O)Cc1ccc(Cl)cc1 | 1.8 | 8 | 4 | -5 | -10 | 5 | -1 | -10
Cc1cc(C(=O)CSc2nc3ccc(Cl)cc3[nH]2)c(C)n1Cc1ccco1 | -0.2 | 9 | 2 | 0 | -19 | 5 | 6 | -2
CCOC(=O)CSc1nc2cc(C(=O)N3CCCC3)ccc2c(=O)n1Cc1ccccc1 | . | . | -5 | -2 | . | 0 | . | 3
COc1ccc2c3c(n(C)c2c1)[C@H](CO)N(C(=O)c1ccc(F)cc1)CC31CCN(C)CC1 | 0.4 | . | . | . | 2 | . | 0 | 4
O=C(C1CCCN(CCCc2ccccc2)C1)N1CCCCC1 (configuration not stated) | . | -5 | -2 | 1 | . | -1 | . | -4
COC(=O)c1cc(-c2ccc(OC)c(OC)c2)c2c(=O)[nH]c(=O)n(C)c2n1 | 0.0 | 1 | -7 | -4 | -5 | 1 | -3 | -8
Cc1ccc(C(=O)Nc2cccc(NC(=O)c3cccnc3)c2)cc1 | . | -2 | 1 | 8 | -2 | 36 | 0 | -10
CCNC(=O)C1(C)CCCN(Cc2cc(-c3ccccc3)n(C)n2)C1 (configuration not stated) | . | -1 | 6 | 5 | -13 | -4 | 6 | 2
Cc1ccc(CN2C(=O)CCC2C(=O)NC(C)C)cc1 (configuration not stated) | . | -2 | -1 | 4 | . | 0 | . | 5
CCOCCCN1CC(C(=O)NCCc2ccc(C)cc2)CC1=O (configuration not stated) | . | 1 | -6 | 0 | . | 3 | . | -4
Cc1cc(O)c(C2(O)C(=O)Nc3cc(Br)ccc32)cc1C (configuration not stated) | -0.1 | 1 | 3 | -1 | -7 | 0 | -3 | 9
Cn1c(=O)[nH]c(=O)c2c1nc(Br)n2Cc1cccc(Br)c1 | 1.3 | 44 | 2 | 3 | -10 | 0 | 1 | -48
CCN1CCN(c2ccc(S(=O)(=O)N3CCCCC3)cc2NC(=O)c2cccc(OC(F)F)c2)CC1 | . | 0 | -5 | 1 | 19 | 1 | 11 | 19
C[C@@H]1CCCCO[C@@H](CN(C)C(=O)Nc2ccc3c(c2)OCO3)[C@@H](C)CN([C@H](C)CO)C(=O)c2cc(NC(=O)Nc3ccc(F)cc3)ccc2O1 | 0.1 | 3[16.7 µM] | -2 | 1 | 16 | -1 | -6 | -1
Cc1ccc(NC(=O)CN2C(=O)S/C(=C\c3ccc(OCC(=O)O)c(Br)c3)C2=O)cc1 | 0.0 | -1 | 3 | 5 | -9 | 0 | 0 | 6
N/C(CC(=O)NCCOc1ccccc1)=N\O | . | 7 | -7 | -5 | . | -1 | . | 1
CC12CCC3C(CCC4CC(O)CCC43C)C1CC(=O)C2 (configuration not stated) | -0.4 | -3 | -7 | -2 | 6 | -2 | -2 | -13
CO[C@H]1CN(C)C(=O)c2ccc(NC(=O)C3CCOCC3)cc2OC[C@@H](C)N(Cc2nccs2)C[C@H]1C | 0.0 | . | -2 | 0 | 7 | -4 | -2 | -5
COc1ccc(S(=O)(=O)N(C)C[C@H]2OCCCC[C@@H](C)Oc3ccc(NS(=O)(=O)c4ccc(Cl)cc4)cc3C(=O)N([C@@H](C)CO)C[C@H]2C)cc1 | 0.2 | . | . | . | -72 | . | 2 | -5
CC1CCCCN1CC(=O)Nc1ccc2c(c1)OCO2 (configuration not stated) | . | . | 5 | -2 | -10 | 0 | -1 | .
CCOc1ccccc1C(=O)N/N=C/c1coc2ccc(Cl)cc2c1=O | 2.5 | 9 | 5 | 3 | -15 | -3 | -2 | .
COc1cccc(-c2ccc3c(c2)[C@@H]2[C@@H](CCN2S(=O)(=O)c2ccccc2F)[C@H](CO)N3C)c1 | -0.4 | 4[16.7 µM] | 4 | 1 | . | -21 | . | 9
Cc1cc(=O)n2nc(N3CCCC(C(=O)Nc4ccc(C)c(C)c4)C3)sc2n1 (configuration not stated) | 0.1 | . | 12 | -6 | -3 | -4 | 2 | .
CC1CCCCN1CCNC(=O)c1ccc2c(c1)N(Cc1cccc(Cl)c1)C(=O)c1ccccc1S2(=O)=O (configuration not stated) | -0.1 | -1 | 3 | -2 | 7 | 2 | 4 | 2
CCCCNC(=O)c1ccc(/C=C2\Oc3ccccc3N(C)C2=O)cc1 | . | 0 | . | . | -15 | . | 1 | 3
C[C@H](CO)N1C[C@H](C)[C@H](CN(C)Cc2ccc(Cl)c(Cl)c2)Oc2ccc(NS(=O)(=O)c3ccc(Cl)cc3)cc2CC1=O | -0.4 | -2[16.7 µM] | 6 | 0 | 0 | -3 | -2 | -3
CC(OC(=O)CCCN=C1NS(=O)(=O)c2ccccc21)C(=O)c1ccccc1 (configuration not stated) | 2.5 | -1 | 2 | 2 | -7 | 0 | -2 | .
O=C(NNc1ccc(O)cc1)c1ccc(Br)cc1 | . | 2 | -10 | 4 | -7 | -1 | 1 | 2
Cc1nn(S(=O)(=O)c2ccc(C(C)(C)C)cc2)c(C)c1S(=O)(=O)N1CCOCC1 | . | -4 | 4 | -3 | -2 | 1 | -4 | 2
CCc1ccc2nc(N(CCCN(C)C)C(=O)c3ccc4c(c3)OCCO4)sc2c1 | 2.5 | . | 11 | -2 | 37 | 3 | -11 | .

# The list goes on.
# Below each compound – E-selectin induc	miR-122 sensor	RAD54 branch	PglD inh	RAD52 inh	Cneo AK release	ERAP1 inh	PGC1a acetyl inh
> O=C(CC1CC1)Nc1ccc2c(c1)[C@@H]1C[C@H](CC(=O)N3CCOCC3)O[C@H](CO)[C@@H]1O2
  -0.2	-2[16.7 µM]	-1	-3	.	-6	.	3
> CC(/C=N/n1c(-c2cccnc2)n[nH]c1=S)=C\c1ccco1
  .	6	2	3	-21	1	5	.
> CCOc1cc(C(=O)Nc2ccc3c(c2)OCO3)ccc1OCCOc1ccccc1Cl
  .	-2	5	-1	.	0	.	0
> C/C(=N\OC(=O)NC(C)C)c1sc(-c2ccccc2)nc1C
  .	5	-4	-2	.	6	.	-5
> CC(C)NC(=S)N=Nc1c(O)[nH]c2ccc(C(C)C)cc12
  0.7	-4	5	5	-7	2	2	48*
> CC1C=NC(S(=O)(=O)N2CC[C@@H]3[C@H](CO)N(C)c4ccc(C5=CCCCC5)cc4[C@@H]32)=N1 (some centres not stated)
  0.0	-7[16.7 µM]	12	2	6	26	2	9
> CSc1nc(N)nc2c1ncn2CC(=O)NCc1ccccc1
  -0.7	-4	4	3	-7	0	0	7
> O=C(Nc1nnc(-c2ccc(Cl)cc2)o1)Nc1ccccc1F
  0.6	-15	-4	1	5	3	5	4
> CCOc1ccccc1C(=O)NC1CC2CCCC(C1)N2Cc1ccc(C)cc1 (configuration not stated)
  .	-8	-1	-5	-4	-2	-2	0
> O=C(Nc1cccnc1N1CCOCC1)c1cc2ccccc2oc1=O
  .	-9	-9	4	.	0	.	-13
> CN1C(=O)N(C)C2C1N(C)S(=O)(=O)N2C (configuration not stated)
  .	.	-6	4	-10	4	1	.
> COc1cccc(/C=N/NC(=S)NCCc2ccccc2)c1
  0.0	3	2	2	-8	16	2	1
> C[C@@H]1CN([C@@H](C)CO)S(=O)(=O)c2ccc(C#CC3CCCC3)cc2O[C@H]1CN(C)C(=O)Nc1cc(F)ccc1F
  -0.1	23[16.7 µM]	-9	2	2	-2	2	14
> COc1ccc(-c2cc(CCC(=O)N3CCN(c4cc(C)ccc4C)CC3)on2)cc1
  0.0	0	-2	4	-8	-4	2	1
> COC(=O)C1C2CC(C(Br)C2Br)C1C(=O)O (configuration not stated)
  -0.2	.	3	-3	-7	-3	-2	-2
> COc1ccc(-c2cnc3c(c2)C(=O)N([C@H](C)CO)C[C@@H](C)[C@H](CN(C)C(=O)C2CCOCC2)O3)cc1
  0.0	0[16.7 µM]	-2	-2	0	-3	-3	0
> O=C(C[C@@H]1C[C@@H]2c3cc(NC(=O)Cc4ccncc4)ccc3O[C@@H]2[C@@H](CO)O1)NCc1cccnc1
  -0.3	-6[16.7 µM]	1	5	11	-5	-1	-3
> O=C(NCCc1ccccc1)[C@@H]1N[C@@H]2c3ccc(-c4ccccc4)c(=O)n3C[C@@H]2[C@H]1CO
  0.3	-1[16.7 µM]	-1	-2	-9	4	0	.
> C[C@H](CO)N1C[C@H](C)[C@@H](CN(C)C)Oc2cc(C#CC3(O)CCCC3)ccc2S1(=O)=O
  1.6	17[16.7 µM]	0	1	16	4	5	-3
> NC(=S)N/N=C/c1ccc(-c2cc(Cl)c(Cl)cc2Cl)o1
  .	-6	.	.	-107	.	1	19
> COc1cccc(-c2cc(C(=O)NCc3ccc(Cl)cc3)no2)c1
  .	4	-1	.	.	1	.	-14
> CCCNC(=O)N(C)C[C@H]1Oc2ncc(C3=CCCC3)cc2C(=O)N([C@H](C)CO)C[C@@H]1C
  134*	5[16.7 µM]	1	0	4	-3	-2	-1
> C[C@@H]1CN([C@H](C)CO)C(=O)Cc2cc(NC(=O)Nc3ccc(C(F)(F)F)cc3)ccc2O[C@@H]1CN(C)Cc1ccc(Oc2ccccc2)cc1
  -11	9[16.7 µM]	-4	1	.	-2	.	-10
> O=C(COc1ccccc1Cl)Nc1cccc(S(=O)(=O)NC2=NCCCCC2)c1
  0.0	11	-5	5	-14	-6	4	-10
> COc1ccccc1CNC(=O)C[C@@H]1C[C@H]2c3cc(NC(=O)Nc4ccccc4F)ccc3O[C@H]2[C@@H](CO)O1
  0.0	27[16.7 µM]	2	3	4	94*	3	-16
> Cc1ccc(OCCNC(=O)c2ccc(C)cc2)cc1
  .	-7	-1	2	-11	1	0	-2
> Cc1ccc(C(=O)Nc2ccc(S(=O)(=O)Nc3ncccn3)cc2)cc1[N+](=O)[O-]
  .	-3	6	-3	-10	-3	-4	-1

# A draw from above in order of heavy-atom count, low to high:
# Below each compound – E-selectin induc	miR-122 sensor	RAD54 branch	PglD inh	RAD52 inh	Cneo AK release	ERAP1 inh	PGC1a acetyl inh
> N/C(CC(=O)NCCOc1ccccc1)=N\O
  .	7	-7	-5	.	-1	.	1
> O=C(NNc1ccc(O)cc1)c1ccc(Br)cc1
  .	2	-10	4	-7	-1	1	2
> CC1CCCCN1CC(=O)Nc1ccc2c(c1)OCO2 (configuration not stated)
  .	.	5	-2	-10	0	-1	.
> COC(=O)c1cc(-c2ccc(OC)c(OC)c2)c2c(=O)[nH]c(=O)n(C)c2n1
  0.0	1	-7	-4	-5	1	-3	-8
> Cc1ccc(C(=O)Nc2ccc(S(=O)(=O)Nc3ncccn3)cc2)cc1[N+](=O)[O-]
  .	-3	6	-3	-10	-3	-4	-1
> CC1C=NC(S(=O)(=O)N2CC[C@@H]3[C@H](CO)N(C)c4ccc(C5=CCCCC5)cc4[C@@H]32)=N1 (some centres not stated)
  0.0	-7[16.7 µM]	12	2	6	26	2	9
> CCOC(=O)CSc1nc2cc(C(=O)N3CCCC3)ccc2c(=O)n1Cc1ccccc1
  .	.	-5	-2	.	0	.	3
> CCN1CCN(c2ccc(S(=O)(=O)N3CCCCC3)cc2NC(=O)c2cccc(OC(F)F)c2)CC1
  .	0	-5	1	19	1	11	19
> C[C@@H]1CN([C@@H](C)CO)S(=O)(=O)c2ccc(C#CC3CCCC3)cc2O[C@H]1CN(C)C(=O)Nc1cc(F)ccc1F
  -0.1	23[16.7 µM]	-9	2	2	-2	2	14
